uPA generation = cell surface uPA generation inhibition. cell surface uPA generation assay, qHTS. Potency, µM (series often up to 38.3 µM), for the others: at the top dose activity change, negative = inhibition, most hits filed as inhibitors. hit rate 0.31% among 330,000; active = well fitted inhibition curve with a large enough effect; inconclusive = small, poorly fitted or top-dose-only effect; inactive = no such curve, though single readings can be large or run the other way; tested in mouse RAW 264.7 cells; also: potency is read from the fitted curve at half-maximal effect; % is scaled to controls: 0 for no effect and ±100 for the full control effect; nearly all actives have a fitted effect of over 55% in size
ELG1 genotox = genotoxicity induction in ELG1-luciferase HEK293T cells. HEK293T ELG1-luciferase reporter, luminescence, 16 h. Potency, µM (highest dose often 46 µM), for the others: at the highest dose activity change, positive = activation, usual class: activators. hit rate 1.3% among 330,000; also: potency is read from the fitted curve at half-maximal effect; % of control where 0% means no effect; nearly all actives have a fitted effect of over 60% in size
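Cells (2,000/well) expressing the ELG1-luciferase fusion are dosed by pin tool and kept 16 hr at 37 °C, 5% CO2. Signal comes from ONE-Glo luciferase reagent after 30 min at room temperature.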
TRPV1 ag = agonists of human vanilloid receptor 1 (TRPV1) | Q8NER1 | TRPV1-expressing cells, Fluo-8 calcium influx, agonist mode | hit rate 0.19% among 320,000 | activation, % at 8.33 µM | AID 540275; in the data active = activation above about 80%; inconclusive = between about 30% and that limit; also: 0% is about no effect
Target sequence (Q8NER1 whole entry, looked up): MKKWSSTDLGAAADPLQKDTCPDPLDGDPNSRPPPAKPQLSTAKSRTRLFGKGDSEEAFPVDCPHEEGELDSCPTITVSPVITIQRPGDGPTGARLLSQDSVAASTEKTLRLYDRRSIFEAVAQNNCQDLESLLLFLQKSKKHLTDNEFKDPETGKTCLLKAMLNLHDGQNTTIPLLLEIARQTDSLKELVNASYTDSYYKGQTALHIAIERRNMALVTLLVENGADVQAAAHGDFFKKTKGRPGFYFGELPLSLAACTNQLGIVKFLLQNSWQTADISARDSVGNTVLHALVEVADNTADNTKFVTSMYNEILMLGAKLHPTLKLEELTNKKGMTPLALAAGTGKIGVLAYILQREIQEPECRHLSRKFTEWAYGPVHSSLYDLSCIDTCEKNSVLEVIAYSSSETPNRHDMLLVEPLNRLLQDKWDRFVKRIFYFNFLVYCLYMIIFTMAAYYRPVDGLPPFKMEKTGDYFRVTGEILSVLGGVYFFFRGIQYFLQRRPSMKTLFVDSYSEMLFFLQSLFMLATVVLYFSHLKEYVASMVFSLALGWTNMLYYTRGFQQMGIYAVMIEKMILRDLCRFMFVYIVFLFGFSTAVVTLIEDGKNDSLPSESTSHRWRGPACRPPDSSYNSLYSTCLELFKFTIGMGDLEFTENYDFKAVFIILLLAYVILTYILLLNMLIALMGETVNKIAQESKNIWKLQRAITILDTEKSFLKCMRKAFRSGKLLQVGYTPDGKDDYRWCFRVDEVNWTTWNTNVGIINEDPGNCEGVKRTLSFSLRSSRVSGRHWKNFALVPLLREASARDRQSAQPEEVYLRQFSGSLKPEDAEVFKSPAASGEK
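Fluo-8 calcium influx in TRPV1-expressing cells, kinetic read (ex 480/em 520 nm). Compound added and read 3 min for agonist activity, followed by capsaicin at EC20 final and 2 min further read for enhancement.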
BRCA1 expr act = activators of BRCA1 expression. MCF7-BRCA1-FFLuc reporter, luminescence, 48 h; response scale: scaled: vehicle 0%, 10 µM genistein 100%. Potency, µM (series often up to 46.1 µM), for inactives: at the highest dose activation, hits mostly activators. hit rate 1.1% among 380,000. AID 624202; also: potency is read from the fitted curve at half-maximal effect; nearly all actives have a fitted effect of over 80% in size; some results filed as inactive show a strong effect at the top dose
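48 h compound treatment of MCF7-BRCA1-FFLuc cells (phenol-red free MEM, 37 °C), then 15 min with luciferase substrate and luminescence imaging.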
Eya2 phos inh = Eya2 (human) phosphatase inhibition. recombinant Eya2, OMFP fluorescence dephosphorylation (OMFP is methylfluorescein phosphate). hit rate 0.006% among 330,000. Potency, µM (top dose mostly 76.9 µM), without a hit: at the highest dose activity, negative = inhibition, usual class: inhibitors. O00167; also: potency is read from the fitted curve at half-maximal effect; % is scaled to controls: 0 for no effect and ±100 for the full control effect
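Eya2 (0.2 uM) preincubated 10 min at ambient with compound, then OMFP substrate added at 50 uM; 10 min reaction in 50 mM HEPES pH 7.5, 50 mM NaCl, 5 uM MgCl2, 0.05% BSA, 1 mM DTT. Fluorescence read at Ex 485/Em 525 nm.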
p53 reactivation = re-activators of mutant p53 | Potency, µM (highest dose often 92.2 µM), for inactives: at the top dose activity change, positive = activation, usual class: activators | hit rate 0.063% among 320,000 | H1299 p53-A138V BP100-luciferase reporter, luminescence, 24 h; also: potency is read from the fitted curve at half-maximal effect; % of control where 0% means no effect; nearly all actives have a fitted effect of over 45% in size
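H1299 (p53-null), stable ts p53-A138V + BP100-Luc; 1000 cells/well, Opti-MEM/10% FBS; cpd 4 pt, 1:5; 24 h, 37 deg C, 5% CO2; detection reagent 10 min RT; luminescence.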
PTAP TSG101 blk = blocks PTAP/TSG101 interaction to inhibit HIV-1 budding; Potency, µM (titrated, usually from 115 µM), for the others: at the highest dose activity change, negative = inhibition, most hits filed as inhibitors; 340,000 tested, under 10 active; Fluorescence polarization, FITC-PTAP peptide / Tsg101 binding; AID 493005; active = well fitted inhibition curve with a large enough effect in the main read-out, with a control signal flat, not every such curve was filed as active; inconclusive = small, poorly fitted or top-dose-only effect, or effect the other way, or a change in a side signal; inactive = no such curve, though single readings can be large or run the other way; also: potency is read from the fitted curve at half-maximal effect; % of control where 0% means no effect
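Fluorescence anisotropy tracks displacement of a FITC-tagged PTAP peptide (50 nM) from the Tsg101 binding domain (10 uM), following a 20 min room-temperature incubation at pH 7.5.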
Integrin act MD = activates integrin-mediated alleviation for muscular dystrophy. alpha7betagal myoblasts, beta-gal FDG fluorescence, 48 h. Potency, µM (doses to about 38.3 µM), inactives show top-dose activation, hits mostly activators. hit rate 0.064% among 350,000. AID 624291;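 also: potency is read from the fitted curve at half-maximal effect; 100% = response of the positive control SU9516; nearly all actives have a fitted effect of over 60% in size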
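Alpha7betagal+/- myoblasts (passage 13) were plated 16-24 hr, then exposed to compounds (1:260 dilution of DMSO stock) for 48 hours at 37C. After MPER lysis, β-galactosidase reporter activity was read as FDG fluorescence (ex 480/em 540) after 30 minutes.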
B2AR arrestin = recruits beta-arrestin to the human beta2-adrenergic receptor | beta-arrestin recruitment to beta2AR, cell-based reporter | AID 492947 | P07550 | hit rate 0.02% among 330,000 | Potency, µM (series often up to 46.1 µM), for inactives: at the top dose activation, actives largely listed as activators;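 also: potency is read from the fitted curve at half-maximal effect; 0% = DMSO controls and full agonism = EC100 isoproterenol or metaproterenol; nearly all actives have a fitted effect of over 65% in size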
USP2a inh = inhibitors of human ubiquitin-specific protease USP2a; O75604; USP2 core, Ub-CHOP2 coupled fluorogenic reporter, 485/531; Potency, µM (highest dose often 38.3 µM), inactives show at the top dose activity change, negative = inhibition, usual class: inhibitors; hit rate 0.01% among 330,000; AID 463254;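 also: potency is read from the fitted curve at half-maximal effect; plate controls were DMSO wells for no effect and full inhibition by NEM control for full effect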
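Deubiquitinase activity read as fluorescence (485/531 nm) after Ub-CHOP2 cleavage activates the enterokinase reporter on its substrate; USP2 core 10nM, Ub-CHOP2 and substrate 25nM each, 30min compound preincubation then 60min RT; data normalized to NEM, curves fitted.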
S-ASM inh = human S-ASM enzyme inhibition; P17405; placental ASM, HMU-PC fluorogenic substrate, 60 min; AID 504937; Potency, µM (top dose mostly 57.5 µM), for the others: at the top dose activity change, negative = inhibition, hits mostly inhibitors; hit rate 0.006% among 340,000; also: potency is read from the fitted curve at half-maximal effect
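Fluorogenic HMU-PC substrate (9 uM final) is turned over by placental ASM in 60 min at 37 C after a 10 min compound preincubation. Reaction ended by alkaline stop (pH 10), with fluorescence read at 386/447 nm.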
* = called active by the depositor; ? = inconclusive; . = not tested or not shown; [ ] = another dose, or the depositor's remark. Unless noted, calls follow the shape of the dose curve; as a rule, active = well fitted curve in the direction sought with a large enough effect; inconclusive = small, poorly fitted or top-dose-only effect, or another doubt; inactive = no such curve, though single readings can be large; an effect the other way counts as inactive or inconclusive.

#1 CC1(C)CC(=O)c2sc(NC(=O)CCS(=O)(=O)c3ccccc3)nc2C1
#2 Cc1ccc(Cc2nnc(SCC(=O)Nc3ccc(C)cc3C)[nH]c2=O)cc1
#3 Cc1ccc(S(=O)(=O)N2CCOCC2)cc1NC(=O)CSc1nnc(COc2ccccc2F)n1N
#4 COC(=O)c1oc2ccc(Br)cc2c1NC(=O)CCCN1C(=O)c2ccccc2C1=O
#5 S=c1[nH]nc(COc2ccccc2)n1/N=C/c1ccccc1Br
Compound	1	2	3	4	5
uPA generation	8%	0%	1%	-8%	-3%
ELG1 genotox	-20%	-2%	.	-2%	3%
TRPV1 ag	-2	-3	.	12	8
BRCA1 expr act	-79%	-1%	-8%	-3%	-12%
Eya2 phos inh	9%	8%	.	6%	-2%
p53 reactivation	-18%	3%	.	-3%	-3%
PTAP TSG101 blk	-7%	1%	-10%	1%	-1%
Integrin act MD	-68%[inhibitor]	13%	-10%	16%	?
B2AR arrestin	-1.9%	0.1%	.	-0.6%	-0.5%
USP2a inh	3%	1%	.	-1%	-3%
S-ASM inh	12%	-2%	5%	-3%	-5%

#6 Cc1cccnc1NC(=O)c1ccc(C(=O)c2ccccc2)cc1
#7 CCOc1ccccc1C(=O)NC(C)CCc1ccccc1 (centres undefined)
#8 CCNC(=S)N(CCc1ccccc1C)Cc1cc2cc(OC)c(OC)cc2[nH]c1=O
#9 COc1ccc(NC(=O)Cn2cnc3sc(C)c(S(=O)(=O)N4CCN(C)CC4)c3c2=O)cc1OC
#10 COC(=O)C1=C(C)N(CCCC(=O)O)C(=O)NC1c1cc2c(cc1[N+](=O)[O-])OCO2 (centres undefined)
Compound	6	7	8	9	10
uPA generation	1%	-9%	-2%	0%	6%
ELG1 genotox	24%	.	-2%	3%	2%
TRPV1 ag	7	.	0	-3	-3
BRCA1 expr act	3%	-8%	-1%	-12%	-9%
Eya2 phos inh	-13%	.	-4%	2%	1%
p53 reactivation	13%	.	-12%	0%	-2%
PTAP TSG101 blk	2%	-5%	-1%	-2%	-7%
Integrin act MD	1%	15%	-9%	-6%	16%
B2AR arrestin	0.0%	.	0.2%	0.2%	0.1%
USP2a inh	2%	.	0%	0%	4%
S-ASM inh	-11%	1%	-9%	-3%	-6%

#11 CN(C)C(=O)C12CCC(C)(C(=O)C1Br)C2(C)C (centres undefined)
#12 O=C(CSc1nc2ccccc2s1)N1CCN(C(=O)c2ccco2)CC1
#13 COc1cccc(N2CC(C(=O)NCc3n[nH]c(=O)c4ccccc34)CC2=O)c1 (centres undefined)
#14 CCc1csc(CNC(=O)C2CCC(=O)N(Cc3cccc(F)c3)C2)n1 (centres undefined)
#15 Cc1c(C(=O)NCc2ccccc2CN2CCCC2)oc2c(F)cccc12
Compound	11	12	13	14	15
uPA generation	-20%	0%	1%	-1%	18%
ELG1 genotox	3%	2%	-1%	-3%	-6%
TRPV1 ag	-4	1	3	1	8
BRCA1 expr act	2%	-4%	-8%	-2%	0%
Eya2 phos inh	6%	7%	14%	-4%	-6%
p53 reactivation	-1%	-9%	-2%	8%	-8%
PTAP TSG101 blk	-3%	0%	-1%	0%	-1%
Integrin act MD	3%	-35%	1%	-6%	?
B2AR arrestin	-0.2%	-0.3%	-0.1%	-0.2%	0.1%
USP2a inh	0%	0%	3%	2%	0%
S-ASM inh	-1%	1%	4%	.	-1%

Rewritten with tabs: four of the compounds above
#	structure	uPA generation	ELG1 genotox	TRPV1 ag	BRCA1 expr act	Eya2 phos inh	p53 reactivation	PTAP TSG101 blk	Integrin act MD	B2AR arrestin	USP2a inh	S-ASM inh
13	COc1cccc(N2CC(C(=O)NCc3n[nH]c(=O)c4ccccc34)CC2=O)c1 (centres undefined)	1%	-1%	3	-8%	14%	-2%	-1%	1%	-0.1%	3%	4%
14	CCc1csc(CNC(=O)C2CCC(=O)N(Cc3cccc(F)c3)C2)n1 (centres undefined)	-1%	-3%	1	-2%	-4%	8%	0%	-6%	-0.2%	2%	.
11	CN(C)C(=O)C12CCC(C)(C(=O)C1Br)C2(C)C (centres undefined)	-20%	3%	-4	2%	6%	-1%	-3%	3%	-0.2%	0%	-1%
12	O=C(CSc1nc2ccccc2s1)N1CCN(C(=O)c2ccco2)CC1	0%	2%	1	-4%	7%	-9%	0%	-35%	-0.3%	0%	1%

Remaining list, next part.
#16 CCOC(=O)CN(C)Cc1cn[nH]c1-c1ccc2cc(OC)ccc2c1
#17 NC(N)=NNC(=O)c1ccccc1Cl
#18 COCCNc1ncnc2c1cnn2Cc1ccccc1Cl
#19 Cn1c(=O)[nH]c(=O)c2c1nc(N1CCCC1)n2CCSc1nc2ccccc2[nH]1
#20 Cc1cccc(-n2c(=O)c3ccccc3n3c(=S)[nH]nc23)c1C
Compound	16	17	18	19	20
uPA generation	-2%	-1%	-10%	.	-3%
ELG1 genotox	-5%	0%	-6%	0%	-3%
TRPV1 ag	0	3	10	1	-1
BRCA1 expr act	0%	-2%	-47%	.	-30%
Eya2 phos inh	10%	3%	2%	-2%	-2%
p53 reactivation	.	0%	-3%	-1%	2%
PTAP TSG101 blk	-1%	-5%	-7%	.	0%
Integrin act MD	13%	1%	-5%	.	7%
B2AR arrestin	-0.1%	-0.3%	0.4%	-0.2%	0.1%
USP2a inh	-1%	3%	2%	4%	-1%
S-ASM inh	2%	-1%	-1%	.	-4%

#21 COc1ccc(NC(C)=O)cc1NC(C)c1nc2sc(C)c(C)c2c(=O)[nH]1 (centres undefined)
#22 Nc1nonc1-c1noc(-c2ccccc2Br)n1
#23 O=C1NCCCC2c3c(cc(Br)c(O)c3Br)OC12N1CCCCC1 (centres undefined)
#24 O=C(CN1C(=O)NC2(CCCC2)C1=O)N1CCN(c2ccccc2O)CC1
#25 COc1cc(CCCN2C(=O)C(=O)NC[C@@H]2C(C)O)cc(OC)c1OC (some centres undefined)
Compound	21	22	23	24	25
uPA generation	4%	1%	-2%	-1%	10%
ELG1 genotox	-1%	?	2%	0%	4%
TRPV1 ag	2	-3	0	1	-3
BRCA1 expr act	-13%	38%	15%	6%	7%
Eya2 phos inh	26%	-2%	23%	10%	3%
p53 reactivation	-7%	?	-7%	8%	3%
PTAP TSG101 blk	-1%	-2%	-1%	-4%	-11%
Integrin act MD	0%	1%	-34%	-5%	-3%
B2AR arrestin	0.0%	-0.2%	-0.2%	-0.6%	-0.5%
USP2a inh	1%	1%	6%	-1%	-2%
S-ASM inh	-2%	0%	-2%	1%	3%

The final 2 entries of the section before are carried over, then new ones follow.
#24 O=C(CN1C(=O)NC2(CCCC2)C1=O)N1CCN(c2ccccc2O)CC1
#25 COc1cc(CCCN2C(=O)C(=O)NC[C@@H]2C(C)O)cc(OC)c1OC (some centres undefined)
#26 N/C(CSc1nc(-c2ccccc2)c(-c2ccccc2)o1)=N\O
#27 CC(C)CN1C(=O)/C(=C(/C#N)C(=O)NC2CCCCC2)c2ccccc21
#28 CC(C(=O)NCCS(=O)(=O)c1ccc(Cl)cc1)S(=O)(=O)c1ccccc1 (centres undefined)
#29 Cc1ccccc1-c1nc(CS(=O)(=O)CC(=O)NCCCN2C(C)CCCC2C)c(C)o1 (centres undefined)
#30 O=C(NC1=NCCS1)c1cc(-c2cccnc2)nc2ccccc12
#31 Cc1cc(C)c(C#N)c(N2CCN(c3ccc(F)cc3)CC2)n1
Compound	24	25	26	27	28	29	30	31
uPA generation	-1%	10%	-2%	1%	-6%	-4%	1%	2%
ELG1 genotox	0%	4%	-10%	-3%	6%	1%	-3%	-3%
TRPV1 ag	1	-3	30	?	-1	-3	20	?
BRCA1 expr act	6%	7%	12%	-32%	12%	-21%	-24%	-37%
Eya2 phos inh	10%	3%	0%	-5%	-11%	7%	?	-15%
p53 reactivation	8%	3%	-6%	-2%	-1%	-4%	-1%	-4%
PTAP TSG101 blk	-4%	-11%	-8%	-2%	0%	-6%	2%	-2%
Integrin act MD	-5%	-3%	-8%	-34%	24%	-42%	-44%	6%
B2AR arrestin	-0.6%	-0.5%	1.1%	-0.2%	-0.2%	-1.0%	0.2%	-0.6%
USP2a inh	-1%	-2%	-1%	12%	1%	1%	1%	0%
S-ASM inh	1%	3%	-2%	-9%	10%	-4%	-4%	-3%

Screening data: PubChem, National Center for Advancing Translational Sciences (NCATS)
